MC4R ag barr: human MC4R agonism via beta-arrestin; U2OS MC4R beta-arrestin complementation, luminescence; percent of melanotan II response, DMSO zero; activation, % at 8.9 µM; 0.98% of 360,000 active;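 active means activation above a per-plate cutoff, the mean activation of sample wells on that plate plus 3 SD, cut at about 8% in these data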
Target sequence (P32245 whole entry, looked up): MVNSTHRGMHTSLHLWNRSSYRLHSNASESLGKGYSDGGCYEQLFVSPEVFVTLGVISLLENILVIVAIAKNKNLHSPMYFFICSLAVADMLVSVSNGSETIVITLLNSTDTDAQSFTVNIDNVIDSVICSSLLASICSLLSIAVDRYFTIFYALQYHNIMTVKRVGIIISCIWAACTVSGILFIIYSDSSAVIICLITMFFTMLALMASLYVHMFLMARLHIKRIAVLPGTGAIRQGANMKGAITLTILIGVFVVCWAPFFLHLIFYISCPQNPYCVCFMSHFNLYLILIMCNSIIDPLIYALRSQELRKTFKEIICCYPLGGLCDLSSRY
MC4R antagonist: human MC4R antagonism in cAMP assay; P32245; AID 540295; inhibition, % at 6.5 µM; 0.48% of 360,000 active; MC4R-expressing cells, MTII-stimulated cAMP, LANCE TR-FRET;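 active means inhibition above its plate's cutoff, the mean of tested wells on that plate plus 3 SD, cut at about 29% in these data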;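 further: 0% = Melanotan II alone and 100% = Melanotan II plus saturating MCL0020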
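System: U2OS cells stably expressing human melanocortin 4 receptor (MC4R). Reagent: Melanotan II challenge after compound preincubation. Doses: 6.5 µM. Times: 30-min compound, 1-h challenge, 1-h detection, room temperature. Measured by: TR-FRET with Eu-cAMP and labeled anti-cAMP, 671 nm. Replicates: singlicate.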
ABCB6 inh MLPCN: human ABCB6 transporter inhibition | Q9NP58 | K562-ABCB6 porphyrin accumulation, flow cytometry, 1 h; hits give low values | fluorescence ratio to DMSO, % at 10 µM | 0.19% of 360,000 active | AID 602162;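 active means fluorescence ratio to DMSO below 75%, the collection mean minus 3 SD; inconclusive means too few cells collected in the well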;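 further: signal is porphyrin accumulated inside mitochondria; 100% equals median channel fluorescence of DMSO control wells; lower ratio means ABCB6 inhibition with less porphyrin fluorescence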
PDI turbidity: inhibitors of human protein disulfide isomerase; P07237; PDI insulin aggregation turbidity, A650, 90 min; inhibition, % at 10 µM; 0.052% of 350,000 active; AID 588391;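 active means mean inhibition across replicates of 30% or more, whatever share of single replicates reach that level; inconclusive means mean inhibition below 30% while every single replicate reaches 30%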;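 further: absorbance from insulin aggregation driven by PDI reduction with DTT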
N-glyco inh: blocks N-linked glycosylation in D54 reporter cells; D54 ERlucT glycosylation luciferase reporter, 24 h; percent of 100 nM tunicamycin response; reporter increase, % at 12.5 µM; 0.23% of 360,000 active; AID 588692;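 active means mean luciferase reporter signal, scaled so untreated is 0 and the glycosylation-blocking control 100, at or above a set limit in every replicate; inconclusive means mean reaches the limit but not every replicate does; inactive means mean below the limit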;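 further: luciferase carries N-glycosylation sites so blocking glycosylation raises the light; 0% = median of neutral control wells and 100% = median of 100 nM tunicamycin wells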
Vif inh: inhibitors of HIV Vif | AID 602346 | 0.35% of 340,000 active | HEK293T cells, Vif self-association by quenched fluorescence, imaging, 24 h | inhibition, % at 7.49 µM; in the data active means inhibition above about 50%, passing the limit was not always enough; inconclusive means no clear call, values can overlap the other calls; inactive means below about 31%; further: some results filed as inactive read as strong as hits
H9c2 protect: modulators protecting cardiomyocytes from myocardial damage; H9c2 cardiomyocytes, H2O2 injury protection, ATPLite, 2 h; protection from H2O2 cell death, % at 20 µM; 0.63% of 360,000 active;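 active means compounds giving at least 50% protection of heart cells from peroxide-induced death in the single-dose screen, raw or plate-pattern-corrected value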;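 further: 0% = DMSO wells with peroxide and 100% = DMSO wells without peroxide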
aDG glyco act: increases alpha dystroglycan glycosylation; Pro5-aDG cells, alpha-DG glycosylation AlphaScreen (IIH6); 0% Pro5, 100% B10-LARGE cell signal; activation, % at 10 µM; 0.22% of 360,000 active; AID 624168;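 active means activation of at least 8% versus controls, or a plate z-score of at least 8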;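 further: Pro5 are CHO cells carrying HIG-tagged alpha-DG that lacks glycosylation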
HTR2A ag: mouse HTR2A agonism via beta-arrestin recruitment; 0.66% of 360,000 active; activation, % at 7.6 µM; CHO-K1 mHTR2A beta-arrestin complementation, luminescence; percent of 30 µM serotonin response; AID 624169;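 active means activation above a run cutoff, the mean activation of all tested compounds plus 3 SD, cut at about 14% in these data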;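 further: 0% = plate median of compound wells and 100% = 30 µM serotonin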
Target sequence (P35363 whole entry, looked up): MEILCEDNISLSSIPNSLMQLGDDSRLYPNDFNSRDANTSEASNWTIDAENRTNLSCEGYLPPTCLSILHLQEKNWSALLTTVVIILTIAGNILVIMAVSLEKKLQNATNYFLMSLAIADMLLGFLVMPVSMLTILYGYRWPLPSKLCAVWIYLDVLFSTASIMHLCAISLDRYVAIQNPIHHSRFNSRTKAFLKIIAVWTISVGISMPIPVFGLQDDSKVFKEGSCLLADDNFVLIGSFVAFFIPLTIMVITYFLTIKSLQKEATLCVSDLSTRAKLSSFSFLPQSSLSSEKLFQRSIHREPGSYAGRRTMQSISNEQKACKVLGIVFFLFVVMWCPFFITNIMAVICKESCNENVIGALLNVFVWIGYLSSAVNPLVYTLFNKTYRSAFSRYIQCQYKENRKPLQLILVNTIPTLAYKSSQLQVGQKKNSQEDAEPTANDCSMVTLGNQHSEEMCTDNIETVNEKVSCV
CaV13 FRET inh: Disruptors of the CACNA1D IQ motif to Ca2+-dependent inactivation inhibitor domain association, primary screening, Förster resonance energy transfer in intact living … | HEK cells, CFP/YFP FRET ICDI-IQ, plate reader, 10 min; percent FRET-ratio fall versus neutral wells | inhibition, % at 12.3 µM | 0.098% of 340,000 active;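 active means mean replicate inhibition of at least 30% and at least 1% of replicates passing that level; inconclusive means only one of the two criteria is met; inactive means neither criterion is met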;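 further: 0% = median of the neutral control wells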
* hit, by the source's call; ? = inconclusive; nt = no result given.

SMILES	MC4R ag barr	MC4R antagonist	ABCB6 inh MLPCN	PDI turbidity	N-glyco inh	Vif inh	H9c2 protect	aDG glyco act	HTR2A ag	CaV13 FRET inh
Cc1cc(C)c(S(=O)(=O)n2cnc3ccccc32)c(C)c1	0.6	9.9	101.0	-3.5	2.4	9.7	1.7	-0.1	-2.3	-7.9
COc1ccccc1CNC(=O)Cn1cnc2ccccc2c1=O	-1.0	0.7	78.0	-3.5	0.0	nt	2.3	0.2	-1.7	-4.5
CCOc1cc(/C=N/NC(=O)c2ccc(-c3csc(Nc4ccc(C)cc4)n3)cc2)ccc1OCC(=O)O	-0.3	1.9	98.0	-3.0	0.1	3.0	8.0	-0.1	1.1	-4.3
Cc1ccc(CNC(=O)C2CCC(=O)N(CCCN3CCOCC3)C2)cc1 (stereo unspecified)	-0.6	2.7	100.0	0.2	nt	nt	-7.8	0.1	-3.9	-2.4
CCCOC(=O)/C(C)=N\NC(=O)c1ccco1	-2.6	5.3	nt	9.1	1.0	1.5	5.1	-0.2	1.4	nt
CCOc1ccc(S(=O)(=O)n2ccc(C)n2)cc1	0.3	2.1	94.0	6.6	1.4	-4.9	-4.1	-0.2	10.9	-3.5
CCOC(=O)c1ccc(NS(=O)(=O)c2ccc(-c3coc(C)n3)cc2)cc1	-1.9	3.1	111.0	6.0	-0.8	-13.2	0.3	-0.2	-7.5	-12.6
Cc1ccc(NC(=O)c2ccc3c(c2)C(=O)N(Cc2cccnc2)C3=O)c(C)c1	-1.9	-3.1	95.0	10.6	-0.4	3.7	-3.6	-0.1	-2.9	11.6
O=C(CSCc1ccc(F)cc1)N1CCOCC1	-1.0	19.1	99.0	3.8	0.1	4.0	-2.5	-0.1	3.2	-2.8
CC1(C(=O)Nc2ccc3c(c2)OCCO3)CCN1Cc1ccc(-c2ccccn2)cc1 (stereo unspecified)	-0.7	12.3	97.0	-3.8	-0.8	-10.2	-10.2	0.6	-4.6	-10.2
CCOc1ccc(N2CC(C(=O)NCc3ccc(F)cc3)CC2=O)cc1 (stereo unspecified)	1.0	4.2	100.0	3.1	0.4	-9.7	-2.4	-0.2	7.1	-5.0
CN(C)c1ccc(C=C(c2nnnn2-c2ccccc2)c2nnnn2-c2ccccc2)cc1	-0.3	-0.8	96.0	2.8	-4.0	?	24.7	-0.7	3.4	-7.0
Cc1ccc(CO/N=C/C2=C(Cl)c3ccccc3CC2)cc1	-1.7	2.6	99.0	3.4	1.8	5.5	-14.6	-0.3	3.5	nt
Cc1cc(C)c(-n2[nH]nnc2=S)c(C)c1	1.4	8.2	94.0	11.7	-0.3	2.3	9.1	-0.3	-0.1	-3.3
COc1ccc2nc(Cl)cc(Cl)c2c1	-1.8	10.0	94.0	4.5	1.1	-3.6	2.8	-0.1	6.0	-4.6
CC12CCC(C(=O)N(CCCN3CCN(Cc4ccccc4)CC3)C1=O)C2(C)C (stereo unspecified)	-0.8	-4.2	100.0	-4.9	-1.1	-1.5	0.7	0.0	-2.0	-20.9
COc1ccc(-c2nn3c(=O)c(C)nnc3s2)cc1	1.5	8.0	95.0	1.9	2.8	24.8	0.7	0.1	1.8	nt
CC(O)c1nc2ccccc2n1C(C)c1ccccc1 (stereo unspecified)	-2.1	-0.6	104.0	7.2	0.3	-1.9	-4.7	-0.1	-4.1	-0.3
CC1(Cc2ccccc2OC(F)(F)F)C(=O)Nc2ccc(-c3ccsc3)cc21 (stereo unspecified)	1.3	2.6	90.0	-3.8	-5.1	-10.2	-8.0	0.5	1.4	-5.1
O=C(COC(=O)c1ccccc1F)c1ccc(-n2nncc2-c2ccco2)cc1	-1.8	4.2	98.0	13.6	0.1	5.0	2.7	-0.2	1.0	nt
COc1ccc(NC(=O)C2CC(=O)n3cnnc3S2)cc1 (stereo unspecified)	-1.4	4.0	99.0	3.6	4.3	8.0	-31.7	-0.3	0.2	-4.2
O=C(COC(=O)CCN1C(=O)c2ccccc2C1=O)Nc1ccccc1[N+](=O)[O-]	-0.1	3.5	97.0	5.0	0.7	-0.6	-1.8	0.0	-0.3	-4.7
O=C(CN1C(=O)CSc2ccc(S(=O)(=O)N3CCCCC3)cc21)NCc1ccccc1	-1.3	14.0	103.0	4.7	-0.4	-23.5	3.0	0.8	4.5	-2.5
CC1(C)Cc2c(C#N)c(NCc3ccco3)nc(-c3ccco3)c2CO1	-0.6	2.3	107.0	-6.2	1.4	-2.9	20.6	1.3	-0.2	-5.2
CCN(CC)C(=O)c1cccc(-c2csc(C(C)(O)c3ccncc3)n2)c1 (stereo unspecified)	0.0	2.4	93.0	-4.5	-0.8	-5.3	-17.2	0.1	4.1	-4.9
O=C(CCC1COc2ccccc2O1)Nc1cccnc1 (stereo unspecified)	1.5	10.4	95.0	-1.6	1.3	-15.1	-1.4	0.0	-2.4	-3.7
Cc1onc(-c2ccc(Cl)cc2Cl)c1-c1csc(N/N=C/c2ccccc2Cl)n1	-1.0	-0.9	98.0	-2.6	-5.7	0.4	-14.0	-0.3	3.8	-20.6
CC(C)N(Cc1ccccc1)C(=S)NC1CCCCC1	1.4	10.1	95.0	3.5	-3.3	5.8	-5.1	0.1	-0.9	-21.5
Cc1nc(SCc2ccccc2F)c2oc3ccccc3c2n1	-3.6	5.8	99.0	3.4	-9.1	-4.4	-6.3	0.0	-1.0	-3.3
Cc1c(C)n(Cc2ccc(Cl)cc2)c2ccc(C(=O)NCCN3CCOCC3)cc12	6.7	-0.7	94.0	3.0	-2.3	-7.2	2.3	-0.3	-13.1	-7.0
COc1ccc(CCNC(=O)c2nonc2N)cc1OC	4.2	-6.7	99.0	-2.6	2.3	-2.6	1.9	0.0	2.5	-5.6
CCOCCCNC(=O)C1c2ccccc2Oc2ccccc21	-0.8	16.8	98.0	-7.6	-1.6	4.3	-1.2	0.0	1.0	-2.2
O=C1CCCN1CC(=O)N1CCCC(Nc2cccc(F)c2)C1 (stereo unspecified)	-4.2	-4.1	94.0	3.0	1.1	0.6	3.2	-0.4	-7.7	-3.5
CC(C)C(=O)Nc1ccc2c(c1)nc1n2CCSC1	0.2	-4.1	101.0	-2.8	0.8	0.1	1.1	0.2	1.0	-3.6
Cc1cccc(NC(=O)CN2C(=O)S/C(=C\C(=O)Nc3ccc(Cl)cc3)C2=O)c1	0.5	-4.3	102.0	-10.0	-3.0	12.8	-0.7	0.1	3.4	-20.5
CC(OC(=O)c1ccccc1C(=O)O)c1ccccc1 (stereo unspecified)	-2.9	0.1	89.0	-5.4	1.6	52.5*	1.7	0.9	-3.9	-4.1
COc1ccc(/C=C/C(=O)c2cccc(-n3cnnn3)c2)cc1O	-2.3	8.9	108.0	-1.9	8.5	24.0	1.7	-0.1	0.9	-7.5
CCC(Oc1ccc2ccccc2c1)C(=O)O (stereo unspecified)	-1.7	5.9	104.0	4.7	1.9	5.3	7.6	-0.4	-7.4	-0.2
O=C(/C=C/c1ccccc1)c1ccc2c(c1)OCCCCO2	-0.1	1.8	92.0	24.1	8.7	2.2	-22.2	0.2	-3.9	-5.4
O=C(CNc1cccc(S(=O)(=O)N2CCCCCC2)c1)Nc1cccc([N+](=O)[O-])c1	-0.5	4.2	100.0	-3.2	-4.1	-6.2	-13.0	0.2	-7.5	-16.7
S=C(NN=Cc1ccccn1)Nc1ccccn1	-2.7	-1.7	97.0	-19.7	-12.3	nt	6.5	-0.6	-4.1	-6.9
COc1ccc(CCN(C)CC(O)COc2ccc(C(C)=O)cc2OC)cc1OC (stereo unspecified)	-1.6	6.9	97.0	4.8	2.1	1.6	7.5	0.1	-5.9	-4.1
COc1ccc(N2CCN(C(c3ccccc3)c3nnnn3C(C)(C)C)CC2)cc1 (stereo unspecified)	nt	nt	97.0	nt	nt	nt	nt	-0.2	1.6	-4.5
COC(=O)c1ccccc1NC(=S)NC(=O)c1cccc2ccccc12	-0.1	10.5	92.0	-4.6	2.3	18.8	8.8	-0.1	-1.3	nt
CC(C)(C)c1ccc(C(=O)c2c[nH]c(C(=O)NCCCN3CCOCC3)c2)cc1	1.4	8.4	101.0	-3.6	-6.3	7.9	-0.2	0.1	3.5	-5.6
O=C(COc1ccc(F)cc1)N1CCC(c2ccccc2)C1 (stereo unspecified)	2.7	4.2	93.0	-8.9	nt	nt	-1.2	0.0	-1.4	-7.2
Cc1cc(C(=O)N2CCC(C(N)=O)CC2)c(C)o1	-1.5	7.5	99.0	-0.7	3.6	5.0	2.1	0.0	3.9	-2.9
CC(C)NS(=O)(=O)c1ccc(CCC(=O)N2CCCC2)cc1	0.3	-3.1	101.0	-5.9	0.2	-6.2	-2.5	0.8	-2.5	-2.0
C(=C\c1ccccc1)/CN1CCN(C(c2nnnn2C2CCCC2)C2CC2)CC1 (stereo unspecified)	nt	nt	96.0	nt	0.3	nt	-5.0	-0.4	-2.7	-4.1
CCOc1ccc(Nc2ccc(N3C(=O)CCC3=O)cc2[N+](=O)[O-])cc1	-3.0	-2.7	92.0	5.6	-1.1	-9.1	-2.2	-0.1	-0.2	3.2
Cc1nnc(NC(=O)CSc2ccc(-c3ccc(Cl)cc3)nn2)s1	1.9	18.4	445.0	0.6	1.9	10.9	0.0	0.0	-0.5	-11.1
COc1ccc(Cl)cc1N1C(=NC(=O)C2CCCCC2)SC2CS(=O)(=O)CC21 (stereo unspecified)	-0.9	5.0	99.0	4.6	0.4	3.5	0.0	0.0	-0.5	-2.5
O=C(NNS(=O)(=O)c1ccc(Br)cc1)NC1CCCCC1	0.0	-2.6	97.0	-3.3	-3.9	-1.2	1.0	-0.1	4.5	-18.0
O=C(NCc1ccccn1)C(=O)N/N=C/c1ccc2c(c1)OCO2	0.7	-4.4	92.0	0.9	7.7	2.8	-6.1	0.3	4.1	-4.5
Cc1ccc(/C=N/NC(=O)c2nnn(-c3nonc3N)c2CN(C)C)s1	0.7	-15.0	93.0	-7.5	1.9	-4.6	1.5	-0.4	3.0	-2.2

By substructure: those above containing an aryl thioether with sulfur outside any ring.
SMILES	MC4R ag barr	MC4R antagonist	ABCB6 inh MLPCN	PDI turbidity	N-glyco inh	Vif inh	H9c2 protect	aDG glyco act	HTR2A ag	CaV13 FRET inh
Cc1nc(SCc2ccccc2F)c2oc3ccccc3c2n1	-3.6	5.8	99.0	3.4	-9.1	-4.4	-6.3	0.0	-1.0	-3.3
Cc1nnc(NC(=O)CSc2ccc(-c3ccc(Cl)cc3)nn2)s1	1.9	18.4	445.0	0.6	1.9	10.9	0.0	0.0	-0.5	-11.1

Screens deposited in PubChem BioAssay by several laboratories.
